High-throughput results as filed in PubChem BioAssay.
D3 ag = activates the human D3 dopamine receptor; actives 0.58% (n = 410,000); P35462; D3R DiscoveRx beta-arrestin cells, luminescence, 90 min; max activation, %; in the data active = max activation above about 30%; note: 0% is about no effect; mostly tested at two doses, the higher about 12 µM
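Agonist mode: compounds and dopamine controls were applied to plated cells for 90 min at 37 degrees C after an overnight attachment at 1500 cells/well. Luminescent read-out followed 30 - 60 minutes at room temperature with DiscoveRx detection reagent.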
FUS suppressor = suppressors of FUS proteinopathy in yeast; S. cerevisiae FUS-expressing, growth rescue, OD600, 24 h; Potency, µM (highest dose often 76.6 µM), without a hit: top-dose growth rescue (activation), most hits filed as activators; actives 0.24% (n = 390,000);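 note: potency is the fitted concentration of half-maximal effect; plate controls were DMSO vehicle for no effect and reference control for full effect; nearly all actives have a fitted effect of over 55% in size; some results filed as inactive show a strong effect at the top dose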
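Compound concentration series was pinned onto galactose-induced FUS-expressing yeast seeded at OD 0.005. Plates sat 24hr at 30C; absorbance at 600 nm gave growth. DMSO served as background control.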
EPAC2 agonist = EPAC2 (human) agonism; Q8WZA2; EPAC2 activation, biochemical qHTS; response scale: 100% = 6.5 mM cAMP response; Potency, µM (titrated, usually from 154 µM), inactives show at the top dose activation, hits mostly activators; actives 0.079% (n = 360,000); AID 720711; note: potency is the fitted concentration of half-maximal effect; nearly all actives have a fitted effect of over 50% in size
Target sequence (Q8WZA2 whole entry, looked up): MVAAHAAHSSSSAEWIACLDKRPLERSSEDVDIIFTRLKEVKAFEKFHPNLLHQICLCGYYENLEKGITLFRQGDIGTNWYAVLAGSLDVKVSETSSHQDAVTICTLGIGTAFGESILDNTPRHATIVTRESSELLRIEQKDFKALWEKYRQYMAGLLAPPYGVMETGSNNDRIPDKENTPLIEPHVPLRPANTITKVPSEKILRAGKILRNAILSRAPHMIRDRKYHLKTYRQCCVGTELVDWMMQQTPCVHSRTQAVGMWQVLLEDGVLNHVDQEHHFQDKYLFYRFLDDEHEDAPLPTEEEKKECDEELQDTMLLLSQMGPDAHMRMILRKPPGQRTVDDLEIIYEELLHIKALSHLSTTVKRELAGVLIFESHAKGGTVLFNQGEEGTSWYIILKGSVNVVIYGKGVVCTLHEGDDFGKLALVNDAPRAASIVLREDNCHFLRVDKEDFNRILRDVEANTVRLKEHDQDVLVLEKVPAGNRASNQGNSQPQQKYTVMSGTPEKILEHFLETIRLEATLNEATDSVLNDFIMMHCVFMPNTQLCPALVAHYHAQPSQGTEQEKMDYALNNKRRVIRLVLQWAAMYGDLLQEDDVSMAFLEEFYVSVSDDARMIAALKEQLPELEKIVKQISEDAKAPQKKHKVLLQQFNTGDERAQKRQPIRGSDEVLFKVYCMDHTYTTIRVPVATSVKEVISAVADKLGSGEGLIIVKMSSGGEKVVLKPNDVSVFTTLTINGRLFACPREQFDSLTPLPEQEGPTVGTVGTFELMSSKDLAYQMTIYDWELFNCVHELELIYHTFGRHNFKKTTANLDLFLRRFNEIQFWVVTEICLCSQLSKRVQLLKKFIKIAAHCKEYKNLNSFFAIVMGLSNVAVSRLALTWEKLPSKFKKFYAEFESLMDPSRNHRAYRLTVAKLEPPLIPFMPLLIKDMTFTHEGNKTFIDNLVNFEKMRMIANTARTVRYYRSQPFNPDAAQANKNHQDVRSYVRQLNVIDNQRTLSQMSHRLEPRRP
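Setup: EPAC2 100 nM, labeled Rap1B complex 250 nM, free GDP 50 uM. Compound titrations pinned in, brief spin, 5 min room temperature incubation. Kinetic fluorescence read over 30 min, normalized to 6.5 mM cAMP.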
aSyn yeast inh = alpha-synuclein toxicity inhibition in yeast; Yeast expressing alpha-synuclein, growth rescue, BacTiter-Glo, 24 h; Potency, µM (highest dose often 46.1 µM), without a hit: top-dose growth rescue (activation), actives largely listed as activators; actives 0.14% (n = 370,000); AID 652106; note: potency is the fitted concentration of half-maximal effect; % of control where 0% means no effect; nearly all actives have a fitted effect of over 65% in size
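Rescue of yeast growth: cells expressing toxic alpha-synuclein, induced in galactose at OD600 0.02, incubated with compound 24 h at 30 C. ATP luminescence quantified growth; inhibitors of toxicity appear as activators.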
EPAC2 antagonist = antagonists of human EPAC2. Potency, µM (doses to about 114 µM), inactives show top-dose activity, negative = inhibition, actives largely listed as inhibitors. actives 0.18% (n = 360,000). EPAC2 GEF exchange of Rap1B-BODIPY-GDP, fluorescence. AID 720708. Q8WZA2; note: potency is the fitted concentration of half-maximal effect; % is set by controls: 0 for no effect and ±100 for the full control effect; nearly all actives have a fitted effect of over 45% in size; many of its hits are not listed in these tables
TDP-43 yeast inh = inhibitors of TDP-43 toxicity in yeast; TDP-43 expressing yeast growth rescue, BacTiter-Glo, 24 h; Potency, µM (doses to about 46.1 µM), for the others: at the top dose growth rescue (activation), actives largely listed as activators; actives 1.8% (n = 410,000); AID 652104; note: potency is the fitted concentration of half-maximal effect; % of control where 0% means no effect; nearly all actives have a fitted effect of over 50% in size
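Galactose-induced TDP-43 yeast, OD600=0.02, compound pinned; 24 hr, 30 deg C; BacTiter-Glo luminescence for growth. Inhibitors of TDP-43 toxicity read as activators.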
Abeta yeast res = A-beta toxicity reversal in yeast; yeast expressing A-beta42, growth rescue, OD600, 48 h; response scale: 0% DMSO, 100% iron-clioquinol control; Potency, µM (series often up to 46.1 µM), without a hit: at the top dose growth rescue, usual class: activators; actives 0.063% (n = 410,000); AID 1347071; note: potency is the fitted concentration of half-maximal effect; nearly all actives have a fitted effect of over 55% in size
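Yeast A-beta toxicity model in growth medium with pinned compounds, 48 h at 30 C; growth read as absorbance at 600 nm. Normalized to FeCl3/clioquinol equimolar mix (positive) and DMSO (negative).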
D3 antag = antagonists of human D3 dopamine receptor | max response, negative = inhibition, % | D3R cells, DiscoveRx beta-arrestin luminescence, antagonist mode; active compounds read low | actives 2.5% (n = 360,000); in the data active = max response below about -50%; inconclusive = no clear call, values can overlap the other calls; note: % is set by controls: 0 for no effect and ±100 for the full control effect; mostly tested at two doses, the higher about 12 µM
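Cells plated overnight at 1500 cells/well, then exposed to library compounds with dopamine controls for 90 minutes at 37 degrees C. DiscoveRx reagent added for 30–60 minutes at room temperature; luminescence read, quantitative HTS format.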
Numbers without * were called inactive; ? = inconclusive; . = no result given; & = joins results of further samples; [ ] = remark or other dose. Unless noted, calls come from the whole dose curve; as a rule, active = well fitted curve in the direction sought with a large enough effect; inconclusive = small, poorly fitted or top-dose-only effect, or another doubt; inactive = no such curve, though single readings can be large; an effect the other way counts as inactive or inconclusive.

canonical_smiles	D3 ag	FUS suppressor	EPAC2 agonist	aSyn yeast inh	EPAC2 antagonist	TDP-43 yeast inh	Abeta yeast res	D3 antag
CS(=O)(=O)c1ccc2nc(NC(=O)c3cccs3)sc2c1	0.9	-14.9%	2.7%	-33.6%[inhibitor]	10.9%	-23.1%	-47.6%[inhibitor]	-29.8
Cc1ccc(S(=O)(=O)c2nnn3c2nc(NCCc2ccccc2)c2sccc23)cc1	-1.5	-16.0%	.	.	.	-3.0%	-18.2%	.
COc1ccc(-c2nsc(SCC(=O)NCC3CCCO3)n2)cc1 (stereo not given)	3.6	-4.1%	-8.8%	-1.1%	4.2%	29.5%	-7.8%	2.5
CCc1nnc(NC(=O)CSc2nc3ccccc3s2)s1	7.1	16.1%	-2.0%	-7.1%	1.6%	14.8%	3.5%	-29.1
Cc1ccc(C(=O)NCCC2=CCCCC2)cc1S(=O)(=O)N1CCCCC1	-6.6	24.3%	6.1%	-8.1%	-13.0%	16.9%	21.3%	-3.8
COC(=O)c1ccc(COc2ncnc3ccccc23)o1	14.6	-2.0%	-5.0%	-0.2%	-20.6%	-13.8%	-13.0%	5.5
COc1cccc(OC)c1C(=O)Nc1ccc2c(c1)CCCN2S(=O)(=O)c1ccc(C)cc1	-2.1&-2.9	-7.3%&7.3%	11.4%	-1.2%	-6.2%	15.2%	9.6%&-13.6%	-10.9
Cn1cc(CN2CCN(c3ncccn3)CC2)c(-c2cccc(Cl)c2)n1	1.1	10.7%	0.6%	0.2%	-29.7%	0.0%	5.6%	-3.3
Cc1cccc(-n2c(N)cc(=O)nc2SCC(=O)Nc2cc(C)on2)c1	1.0	?	-8.5%	-0.4%	-12.9%	-7.4%	-4.2%	-5.0
O=Cc1ccccc1OS(=O)(=O)c1ccccc1	0.4	-27.8%	0.1%	12.4%	4.2%	-33.4%[inhibitor]	-9.6%	0.7

Next records:
canonical_smiles	D3 ag	FUS suppressor	EPAC2 agonist	aSyn yeast inh	EPAC2 antagonist	TDP-43 yeast inh	Abeta yeast res	D3 antag
CNC(=O)c1ccc(OC2CSC2)cc1	0.5	16.3%	2.6%	-11.0%	8.5%	-11.1%	9.4%	7.3
Cc1ccc(S(=O)(=O)NCCS(=O)(=O)N2CCN(c3ccc(F)cc3)CC2)cc1	10.4	4.4%	-6.0%	3.5%	0.9%	14.4%	0.5%	16.1
O=C1c2ccccc2C(=O)N1CCCc1nc2ccccc2c(=O)n1Cc1ccco1	29.6	-10.6%	-7.9%	-9.2%	4.2%	3.9%	0.2%	7.1
COc1ccc(Br)c2oc(S)cc(=O)c12	11.0	10.5%	-5.4%	-1.6%	-5.9%	19.4%	-21.7%	0.0
Cc1cc(-c2csc(NC(=O)c3ccc(S(=O)(=O)N(C)C)cc3)n2)c(C)n1-c1ccccc1	19.7	.	2.0%	-8.3%	1.9%	3.6%	-3.4%	47.1
COc1ccc(Br)cc1/C=C/C(=O)OCC(=O)NCCc1ccc(S(N)(=O)=O)cc1	-5.7	14.2%	4.4%	-6.3%	0.0%	-12.0%	-11.7%	?
C=CCN=c1sc(C(=O)OC)cc(=O)n1CC=C	1.1	17.1%	9.8%	11.1%	1.1%	2.4%	-4.6%	-7.4
CC(=O)N1c2ccc(S(=O)(=O)N3CCC(C(=O)N4CCN(c5cccc(C(F)(F)F)c5)CC4)CC3)cc2CC1C (stereo not given)	3.1	?	-1.9%	-0.1%	-8.5%	12.9%	2.1%	17.0
COc1ccc(CCNC(=O)Cn2cc(S(=O)(=O)Cc3ccccc3Cl)c3ccccc32)cc1OC	7.4	?	.	.	.	6.3%	-4.2%	.
O=C(Cn1nnc(-c2ccc(F)cc2)n1)N1CCCCC1	-13.6	-18.4%	1.6%	-5.0%	4.5%	-10.2%	2.1%	2.8

Further structures.
canonical_smiles	D3 ag	FUS suppressor	EPAC2 agonist	aSyn yeast inh	EPAC2 antagonist	TDP-43 yeast inh	Abeta yeast res	D3 antag
O=C(Nc1ccnn1C1CCN(C2CCC2)CC1)c1ccccc1	-11.6	.	-7.4%	0.2%	0.4%	12.7%	4.5%	0.8
CC1(C)N=C(N)N=C(N)N1c1cccc(CC(=O)Nc2ccccc2)c1	-14.6	-17.7%	14.7%	-3.9%	0.8%	10.8%	1.3%	-15.4
COC(=O)c1cc(S(=O)(=O)N(Cc2ccccc2)C(C)(C)C)c[nH]1	-4.7	23.9%	6.3%	1.1%	-24.1%	-1.8%	-7.1%	-19.9
CCOC(=O)c1nnn(-c2nonc2N)c1CSc1ccccc1	-6.9	0.6%	6.9%	14.1%	-1.3%	?	2.9%	11.2
CC(C)(C)SC(=O)CC1NS(=O)(=O)OCC1NC(=O)OCC(Cl)(Cl)Cl (stereo not given)	4.0	19.3%	-10.2%	-0.5%	-3.1%	13.6%	0.0%	8.9
C=CCn1c(CCCNC(=O)CCC)nc2ccccc21	-18.1	-22.0%	6.1%	-0.7%	20.5%	-21.8%	-8.2%	-14.1
CSc1nc2nc(C(F)(F)F)cc(-c3ccccc3)n2n1	-0.1	9.1%	-3.2%	6.6%	2.6%	25.3%	-3.2%	9.9
CC(=O)c1ccc(OCCCN2CCCCC2)cc1	-4.7	-12.8%	6.0%	2.6%	-3.6%[57.1 µM]	-9.0%	6.7%	-71.8*
Cc1cccc(C(=O)Nc2ccc(N3CCN(C(=O)c4ccco4)CC3)cc2)c1	3.9	33.9%	2.3%	4.8%	-8.7%	14.3%	12.6%	19.1
Cc1ccc(Cn2ncc(C)c2N)o1	-1.0	3.6%	6.0%	-11.8%	2.9%	-29.0%	-21.7%	-13.7

Record cards, as listed above.
Results for C=CCn1c(CCCNC(=O)CCC)nc2ccccc21 : D3 ag = -18.1; FUS suppressor = -22.0%; EPAC2 agonist = 6.1%; aSyn yeast inh = -0.7%; EPAC2 antagonist = 20.5%; TDP-43 yeast inh = -21.8%; Abeta yeast res = -8.2%; D3 antag = -14.1
Results for COC(=O)c1cc(S(=O)(=O)N(Cc2ccccc2)C(C)(C)C)c[nH]1 : D3 ag = -4.7; FUS suppressor = 23.9%; EPAC2 agonist = 6.3%; aSyn yeast inh = 1.1%; EPAC2 antagonist = -24.1%; TDP-43 yeast inh = -1.8%; Abeta yeast res = -7.1%; D3 antag = -19.9

(continued)
canonical_smiles	D3 ag	FUS suppressor	EPAC2 agonist	aSyn yeast inh	EPAC2 antagonist	TDP-43 yeast inh	Abeta yeast res	D3 antag
CCOc1cc(/C=N/NC(=O)C2CCCC2)ccc1O	-0.7	12.1%	5.5%	-5.1%	6.1%	1.3%	0.2%	4.6
O=C(O)CCC(=O)OCCCc1cc2ccccc2c(=O)o1	-3.7	11.9%	5.1%	-1.3%	4.6%	1.5%	-12.0%	5.6
C=CCn1c(SCC(=O)N2CCCC2)nc2scc(-c3cccs3)c2c1=O	2.8	.	-5.4%	-0.1%	-3.0%	4.9%	?	9.1
Cc1ccccc1-c1nc(CS(=O)(=O)CC(=O)NCC(C)c2ccccc2)c(C)o1 (stereo not given)	2.0	?	.	.	.	?	18.3%	.
COc1ccc(CCNS(=O)(=O)c2cnc(Cl)c(Br)c2)cc1OC	-5.7	-10.6%	9.3%	-0.6%	17.1%	1.2%	2.7%	-9.8
CC(C)(c1ccc(O)cc1)c1ccc(O)cc1	-12.1&-16.8	-22.0%	4.5%	0.8%	-27.1%	-2.8%	14.0%	-14.8
CCOC(=O)c1cc2occc2n1Cc1ccc(F)cc1	1.8	8.4%	-6.2%	-10.6%	-15.4%	11.9%	1.5%	0.7
Cc1cc(-c2ccc(C)c(S(=O)(=O)N3CC(=O)Nc4ccccc43)c2)on1	4.4	20.9%	-2.1%	-6.2%	-2.7%	8.0%	-2.4%	-0.3
O=C(COC(=O)/C=C/c1ccc(OC(F)F)cc1)NC(=O)NCc1ccccc1	5.0	2.0%	-5.2%	2.4%	-6.3%	4.9%	-8.8%	15.8
CCOCC(=O)Nc1ncc(S(=O)(=O)c2ccc([N+](=O)[O-])cc2)s1	1.4	17.2%	4.4%	3.8%	-5.9%	13.0%[9.22 µM]	-22.9%	8.7

More results.
canonical_smiles	D3 ag	FUS suppressor	EPAC2 agonist	aSyn yeast inh	EPAC2 antagonist	TDP-43 yeast inh	Abeta yeast res	D3 antag
CCOC(=O)C1(C)CCN1C(=O)c1ccoc1 (stereo not given)	-1.2	-29.9%	8.2%	0.2%	6.6%	7.2%	-18.9%	14.3
Cc1sc2nc(C(C)Nc3ccccc3N3CCOCC3)[nH]c(=O)c2c1C (stereo not given)	3.5	37.6%	9.5%	0.5%	-3.2%	11.3%	3.3%	56.0
Cc1cccnc1C(NC(=O)C1CCN(Cc2ccccc2)CC1)c1ccc(F)cc1 (stereo not given)	-11.7	-13.2%	1.2%	15.2%	-4.3%	23.9%	-4.4%	-54.8*
CCn1c(COc2ccccc2C)nnc1SCC(=O)OC	0.9	14.3%	6.5%	5.7%	-2.4%	14.0%	9.0%	12.0
C(=N\N1CCN(C2c3ccccc3-c3ccccc32)CC1)/c1ccncc1	21.6	-6.7%	12.8%	3.9%	-3.3%	2.9%	-1.6%	56.4
CCOC(=O)/C(=N/Nc1ccccc1)Sc1nnnn1-c1ccc(C)cc1	-10.5	29.2%	3.0%	11.6%	-8.4%	9.7%	13.2%	-23.7
CN(C)/C(=C\C(=O)c1ccccc1)C(=O)c1ccccc1	-0.1	.	-3.8%	10.1%	6.8%	18.3%	-8.1%	0.9
O=C(C1CCCCC1)N1C[C@@H](O)[C@H](n2cc(-c3ccc(F)cc3)nn2)C[C@@H]1c1ccccc1	-0.6	38.7%	1.8%	1.0%	3.0%	23.9%	2.4%	6.7
CC(=O)NC(CCS(C)(=O)=O)C(=O)N1CCc2ccccc21 (stereo not given)	-1.0	6.8%	3.0%	1.3%	-0.3%	-3.4%	3.5%	11.5
O=C(Nc1ccc(Cl)cc1)Nc1nnc(CSCc2ccccc2)s1	18.3	.	0.8%	0.7%	-2.4%	10.2%	3.4%	30.5
Cc1cccc([C@@H]2[C@@H]3C(=O)N(Cc4ccccc4)C(=O)[C@@H]3[C@]3(CC(C)C)C(=O)N(c4cccc(Cl)c4)C(=O)N23)c1	4.1	32.8%	9.7%	11.1%	-13.2%	20.7%	13.3%	31.6
Cc1cccn2c(=O)c(/C=C(\C#N)C(=O)NC3CCS(=O)(=O)C3)c(Oc3ccc(F)cc3)nc12 (stereo not given)	0.4	15.8%	4.0%	-3.4%	-3.7%	-12.2%	10.9%	12.7

An excerpt, so the mix of outcomes need not match the whole.
